ELG1 repair inh = blocks ELG1-dependent DNA repair in HEK293T cells; HEK293T ELG1-luciferase reporter, luminescence, 16 h; DNA damage induced by 5-fluorouridine; Potency, µM (top dose mostly 46.1 µM), for inactives: at the top dose activity change, negative = inhibition, hits mostly inhibitors; hit rate 2.3% among 330,000; also: potency is read from the fitted curve at half-maximal effect; % is scaled to controls: 0 for no effect and ±100 for the full control effect; nearly all actives have a fitted effect of over 55% in size
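Luminescence from the luciferase reporter, measured 30 min after ONE-Glo reagent at room temperature, was the read-out. Beforehand, 2,000 cells per well were exposed for 16 hr at 37 °C to 5-fluorouridine together with compound or vehicle.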
KCNH2 3.1 block = blocks the human KCNH2 3.1 channel isoform. U2OS KCNH2 3.1, thallium flux FluxOr; stronger effect = lower value. activity change, % (tested at about 1.8 µM). hit rate 0.95% among 340,000. AID 720553;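 active = maximum activity change below -70%; inconclusive = maximum activity change from -70% to -50%; inactive = maximum activity change above -50%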;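 also: thallium influx rate constant from kinetic fluorescence after stimulation buffer; % is scaled to controls: 0 for no effect and ±100 for the full control effect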
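Measured as rate of thallium-driven FluxOr signal in transduced U2OS cells carrying the 3.1 channel, read kinetically for 2 min upon stimulation; values are rate constants scaled to DMSO control wells.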
Gal4-VP16 FLuc = Gal4-VP16 reporter inhibition counter-screen | Drosophila S2 Gal4-VP16 UAS-luciferase, luminescence, 20 h | Potency, µM (titrated, usually from 53.6 µM), for inactives: at the highest dose activity, negative = inhibition, most hits filed as inhibitors | hit rate 3.5% among 310,000 | AID 2546;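 also: Gal4-VP16 expression switched on by copper sulfate through the metallothionein promoter; potency is read from the fitted curve at half-maximal effect; % is scaled to controls: 0 for no effect and ±100 for the full control effect; nearly all actives have a fitted effect of over 50% in size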
NPC1 promoter act = activators of NPC1 promoter; Huh7 NPC1 promoter luciferase reporter, 24 h; Potency, µM (doses to about 9.22 µM), inactives show at the highest dose activation, most hits filed as activators; hit rate 2.4% among 320,000; AID 485313;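 also: potency is read from the fitted curve at half-maximal effect; % of control where 0% means no effect; nearly all actives have a fitted effect of over 60% in size; reporter is driven by a mutant NPC1 promoter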
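Luminescence read-out of NPC1 promoter-driven luciferase in stably transfected Huh7 cells; compounds delivered in DMSO and left 24 h at 37C, 5% CO2, qHTS titration format.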
FLuc counter = firefly luciferase modulation, counter-screen for miR-21 project. Potency, µM (highest dose often 57.5 µM), for inactives: at the highest dose activity change, negative = inhibition, usual class: inhibitors. purified FLuc, Km substrates, luminescence inhibition. hit rate 6.9% among 360,000. P08659. AID 588342;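 also: potency is read from the fitted curve at half-maximal effect; plate controls were vehicle for no effect and reference inhibitor for full effect; nearly all actives have a fitted effect of over 55% in size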
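Biochemical qHTS of compounds, final roughly 60 µM downward over six points, against 10 nM purified firefly luciferase using Km concentrations of substrates (10 uM D-luciferin, 10 uM ATP) in Tris acetate pH 7.5 buffer; luminescence output.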
MBNL1 CUG block = MBNL1-poly(CUG) RNA binding inhibition. TR-FRET MBNL1-His/biotin-(CUG)12 binding, 665/545 ratio. Potency, µM (highest dose often 57.5 µM), without a hit: top-dose activity change, negative = inhibition, hits mostly inhibitors. hit rate 0.036% among 280,000. AID 2675; active = well fitted inhibition curve with a large enough effect in the signal ratio, with a control signal flat, not every such curve was filed as active; inconclusive = small, poorly fitted or top-dose-only effect, or effect the other way, or a change in a side signal; inactive = no such curve, though single readings can be large or run the other way; the % refers to the signal ratio; also: potency is read from the fitted curve at half-maximal effect; % is scaled to controls: 0 for no effect and ±100 for the full control effect
Target sequence (Q9NR56 whole entry, looked up): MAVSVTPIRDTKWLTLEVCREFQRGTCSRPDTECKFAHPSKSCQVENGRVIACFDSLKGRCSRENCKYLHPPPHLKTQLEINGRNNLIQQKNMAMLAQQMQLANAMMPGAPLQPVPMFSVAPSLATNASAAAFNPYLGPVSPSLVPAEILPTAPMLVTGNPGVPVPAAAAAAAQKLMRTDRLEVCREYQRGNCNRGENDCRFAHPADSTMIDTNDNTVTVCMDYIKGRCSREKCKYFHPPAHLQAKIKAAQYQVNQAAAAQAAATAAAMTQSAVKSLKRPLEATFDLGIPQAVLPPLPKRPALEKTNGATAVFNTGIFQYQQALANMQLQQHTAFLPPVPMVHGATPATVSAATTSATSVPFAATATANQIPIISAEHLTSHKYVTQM
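Ratiometric TR-FRET (665 over 545 nm, excitation 340 nm) tracks disruption of MBNL1-His/biotin-(CUG)12 complex after 60 min at room temperature, with compounds at 92 nM to 58 uM final.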
Mito fusion act = blocks mitochondrial division or promotes mitochondrial fusion. S. cerevisiae fusion-defective mutant growth rescue, CellTiterGlo 48 h. Potency, µM (top dose mostly 46.1 µM), for the others: top-dose growth rescue (activation), most hits filed as activators. hit rate 0.23% among 320,000. AID 485298;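 also: potency is read from the fitted curve at half-maximal effect; % of control where 0% means no effect; nearly all actives have a fitted effect of over 45% in size; temperature-sensitive fusion mutants such as fzo1-1 at 37 °C on non-fermentable ethanol glycerol medium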
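Growth-rescue viability read-out: after 48 h at the non-permissive 37C in glycerol/ethanol YPEG, yeast mitochondrial fusion mutants are measured by CellTiterGlo luminescence; compounds (23 nl pinned per well) restoring growth score as division inhibitors or fusion activators.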
RORgamma inh = ROR gamma (mouse) transcription inhibition. P51450. Drosophila S2 Gal4-RORgamma UAS-luciferase reporter, 20 h. Potency, µM (titrated, usually from 53.6 µM), for the others: at the highest dose activity change, negative = inhibition, most hits filed as inhibitors. hit rate 5.4% among 310,000. AID 2551; also: potency is read from the fitted curve at half-maximal effect; % is scaled to controls: 0 for no effect and ±100 for the full control effect; nearly all actives have a fitted effect of over 60% in size
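Using a luciferase readout, inhibitors were identified by reduced reporter activity in Drosophila cells coexpressing a copper-inducible Gal4–ROR gamma fusion and UAS-driven Photinus luciferase, incubated 20 hr after 700 uM copper sulfate.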
Rab9 promoter act = activators of Rab9 promoter; Huh7 Rab9 promoter-luciferase reporter, luminescence, 24 h; Potency, µM (highest dose often 9.22 µM), inactives show at the highest dose activation, negative = inhibition, hits mostly activators; hit rate 2.8% among 320,000; AID 485297; also: potency is read from the fitted curve at half-maximal effect; % of control where 0% means no effect; nearly all actives have a fitted effect of over 60% in size
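Luciferase signal after 10 min detection reagent at ambient indicates Rab9 promoter upregulation; stably transfected Huh7 cells were treated 24 h with compound in DMSO at 37 °C, 5% CO2.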
PKM2 act = activators of human pyruvate kinase M2; P14618; purified PKM2, Kinase-Glo ATP luminescence, activation; response scale: 0% is enzyme alone, no compound; Potency, µM (series often up to 57.5 µM), for the others: at the highest dose activation, most hits filed as activators; hit rate 0.34% among 260,000; also: potency is read from the fitted curve at half-maximal effect; % is scaled to controls: 0 for no effect and ±100 for the full control effect; nearly all actives have a fitted effect of over 55% in size
Target sequence (P14618 whole entry, looked up): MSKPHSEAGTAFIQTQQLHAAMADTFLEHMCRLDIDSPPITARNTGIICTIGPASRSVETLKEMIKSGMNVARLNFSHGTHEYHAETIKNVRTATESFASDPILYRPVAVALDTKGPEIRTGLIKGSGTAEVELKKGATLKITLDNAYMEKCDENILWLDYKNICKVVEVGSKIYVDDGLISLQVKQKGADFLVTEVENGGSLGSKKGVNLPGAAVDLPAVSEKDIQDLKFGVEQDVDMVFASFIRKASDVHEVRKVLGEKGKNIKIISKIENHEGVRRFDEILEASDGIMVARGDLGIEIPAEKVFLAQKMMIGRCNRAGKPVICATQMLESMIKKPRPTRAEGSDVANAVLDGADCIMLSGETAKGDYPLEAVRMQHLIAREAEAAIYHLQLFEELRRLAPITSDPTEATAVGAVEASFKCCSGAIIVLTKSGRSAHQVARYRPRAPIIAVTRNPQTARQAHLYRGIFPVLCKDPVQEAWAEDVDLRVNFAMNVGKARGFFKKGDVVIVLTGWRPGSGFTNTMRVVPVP
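Kinase-Glo luminescence reports ATP generated from ADP (0.1 mM) and PEP (0.5 mM) by purified hPK-M2 after 1 h at room temperature, pH 7.2 imidazole buffer; intermediate enzyme activity allows detecting inhibitors and activators.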
Menin MLL FP TR = inhibitors of human menin-MLL interaction, mutant MLL peptide; Potency, µM (doses to about 61.6 µM), without a hit: at the top dose FP activity change, negative = inhibition, hits mostly inhibitors; Menin + Texas Red MLL mutant peptide, fluorescence polarization; hit rate 0.23% among 270,000; AID 1768; O00255; active = well fitted inhibition curve with a large enough effect in the polarisation, with a control signal flat, not every such curve was filed as active; inconclusive = small, poorly fitted or top-dose-only effect, or effect the other way, or a change in a side signal; inactive = no such curve, though single readings can be large or run the other way; the % refers to the polarisation; also: potency is read from the fitted curve at half-maximal effect; % of control where 0% means no effect; many of its hits are not listed in these tables
An asterisk follows results filed as active; ? = inconclusive; nt = not tested or not shown; & = joins results of further samples; [ ] = remark or other dose. Unless noted, calls follow the shape of the dose curve; as a rule, active = well fitted curve in the direction sought with a large enough effect; inconclusive = small, poorly fitted or top-dose-only effect, or another doubt; inactive = no such curve, though single readings can be large; an effect the other way counts as inactive or inconclusive. This is a subset; the hit share may differ from the screen's.

SMILES	ELG1 repair inh	KCNH2 3.1 block	Gal4-VP16 FLuc	NPC1 promoter act	FLuc counter	MBNL1 CUG block	Mito fusion act	RORgamma inh	Rab9 promoter act	PKM2 act	Menin MLL FP TR
COc1ccc(CC(=O)Nc2ccc(C(=O)Nc3ccccc3C(=O)O)cc2)cc1OC	-9%	-17	-13%	0%	?	-22%	-4%	14%	-6%	5%	20%
COc1cc(NC(=O)c2ccco2)c(C(=O)OCC(=O)Nc2ncc(Cl)cc2Cl)cc1OC	-16%	-4	11%	5%	-1%	-3%	0%	-4%	-1%	-3%	nt
Cn1c(=O)[nH]c(=O)c2c1nc(N1CCCCCC1)n2CCSc1nc2ccccc2o1	11%	-2	-2%	-4%	-1%	0%	7%	-18%	-6%	8%	-14%
CC(=O)OC/C=C(\C)CCC=C(C)C	-2%	-18	2%	-4%	0%	nt	5%	-14%	-2%	nt	nt
CCn1cc(Br)c(C(=O)Nc2ccc(Cl)cc2Cl)n1	?	13	23%	-4%	?	-3%	19%	8%	0%	6%	0%
COC(=O)c1ccc(Cn2nc(C)c([N+](=O)[O-])c2C)o1	-7%	12	?	-6%	-12%	-11%	6%	-33%	-7%	0%	-23%
CC(c1ccncn1)N(C)C(=O)c1ccc2oc(Cc3ccccc3)nc2c1 (stereo unspecified)	?	nt	15%	14%	-17%	-1%	0%	-2%	12%	-3%	nt
CCN(CC)CCCNC(=O)c1[nH]c(C)c(C(=O)NC2CCCCC2)c1C	2%	12	-1%	0%	0%	4%	-1%	1%	1%	6%	nt
COc1ccccc1CC(=O)Nc1ccc2c(c1)C(=O)NC2=O	5%	-4	2%	-5%	-6%	?	-2%	23%	-1%	-3%	3%
CC(C)(C)N1CCC1CN (stereo unspecified)	-3%	2	-8%	-1%	-1%	-4%	-3%	-17%	-2%	0%	nt
N#Cc1ccccc1NC(=O)COC(=O)CCc1ccc(S(=O)(=O)N2CCCCC2)cc1	14%	11	-7%	0%	-4%	1%	5%	-6%	-2%	15%	-8%
CC1CN(C(C)C)C(C)CC1OC(=O)c1ccccc1 (stereo unspecified)	9%	-12	-8%	-1%	1%	2%	-1%	-22%	1%	-1%	-8%
CC(=O)c1c(C)[nH]c(C(=O)Nc2ccc(C)c(C)c2)c1C	?	-1	3%	?	11µM*	4%	4%	-42%	1.4µM*	1%	10%
COc1ccc(-n2c(C)cc(/C=C3\C(=O)NN(c4ccccc4)C3=O)c2C)cc1	?	1	-20%	?	2.7µM*	-1%	3%	-39%	27%	4%	?
O=C(OC1CCOC1=O)C1CCN(S(=O)(=O)c2ccc(Cl)c(C(F)(F)F)c2)CC1 (stereo unspecified)	16%	-9	nt	-1%	5%	nt	-2%	nt	3%	nt	nt
COc1ccccc1C(=O)NC(=O)COC(=O)CN1C(=O)NC2(CCCCC2C)C1=O (stereo unspecified)	2%	-18	nt	-4%	-3%	nt	-5%	nt	-5%	nt	nt
COCc1cc(C)nc(SCC[N+](C)(C)CC(=O)c2ccccc2)c1C#N	-20%	?	-5%	1%	-2%	-20%	-7%	2%	2%	3%	-17%
CCOc1ccc(S(=O)(=O)N(C)CC(=O)NCc2ccc3c(c2)OCO3)cc1	-3%	-7	3%	0%	0%	-5%	-1%	20%	5%	nt	nt
CCOC(=O)c1c(C2COc3ccccc3O2)csc1NC(=O)c1ccccc1 (stereo unspecified)	-5%	-16	2%	-3%	8%	-3%	-3%	8%	-3%	5%	3%
Cc1cc(C)n(CCCNC(=O)c2ccc(C)c(S(=O)(=O)N3CCOCC3)c2)n1	-1%	-4	nt	-4%	2%	nt	2%	nt	-2%	nt	nt
C=CCn1c(COc2ccc(CC)cc2)nnc1SCC(=O)N(C)C1CCS(=O)(=O)C1 (stereo unspecified)	-3%	8	0%	0%	?	-8%	1%	14%	-2%	1%	1%
CN(C)CCN1C(=O)C2C3C=CC(C3)C2C1=O (stereo unspecified)	-8%	17	-5%	-3%	-18%	-20%	1%	20%	1%	-5%	-1%
Cc1[nH]c2ccccc2c1C(=O)CSc1nc2ncc(Cl)cc2[nH]1	-6%	13	-20%	-18%	-1%	nt	6%	-18%	-1%	0%	?
COc1ccc(CNC(=O)CCS(=O)(=O)c2ccc3c(c2)CC(C)N3C(=O)C2CC2)cc1 (stereo unspecified)	?	12	5%	-1%	-6%&-3%	-8%	-1%	0%	0%	nt	nt
OC[C@H]1O[C@@H]2O[C@H]3[C@H](O)[C@@H](O)[C@@H](O[C@H]4[C@H](O)[C@@H](O)[C@@H](O[C@H]5[C@H](O)[C@@H](O)[C@@H](O[C@H]6[C@H](O)[C@@H](O)[C@@H](O[C@H]7[C@H](O)[C@@H](O)[C@@H](O[C@H]1[C@H](O)[C@H]2O)O[C@@H]7CO)O[C@@H]6CO)O[C@@H]5CO)O[C@@H]4CO)O[C@@H]3CO	9%	5	0%&3%&8%	0%	0%	10%	0%	-20%	-1%	1%	-7%&-4%
CC(=O)Oc1ccc(C(c2ccc(OC(C)=O)cc2)c2ccccn2)cc1	-9%	26	-3%	-2%	4%	-18%	7%	-2%	-4%	4%	-6%
CCOC(=O)C1C(=O)C=C(c2cccc(NS(C)(=O)=O)c2)CC1c1ccco1 (stereo unspecified)	?	-1	?	-2%	?	?	-3%	36%	0%	17%	7%
COc1ccc(CNC(=O)CNS(=O)(=O)c2ccc(Cl)cc2)cc1	-18%	0	-18%	-1%	1%	-5%	-5%	?	-3%	-7%	10%
Cc1c(-c2ccccc2)[nH]n2c(=O)c3c(nc12)CCCC3	?	-92*	?	?	15µM*	13%	-2%	12%	?	5%	1%
O=C(N/N=C/c1cc(Cl)cc([N+](=O)[O-])c1O)C(O)(c1ccccc1)c1ccccc1	16µM*	9	0.89µM*	0%	-5%	17%	-3%	1µM*	5%	-5%	?
O=S(=O)(c1ccc(F)cc1)N1CCC(N2CCCC2)CC1	0%	28	4%	-1%	0%	-4%	-3%	21%	-1%	-17%	13%
Cc1cccc(NC(=O)c2n[nH]c([N+](=O)[O-])c2Br)c1C	?	21	?	0.79µM*	3.8µM*	13%	-1%	-25%	1µM*	3%	22%
COc1ccc(Oc2ncnc3c2oc2ccc(Br)cc23)cc1	0%	17	0%	14%	5%	14%	1%	1%	5%	-4%	4%
Cc1nnc2ccc(-c3cccc(NS(=O)(=O)c4cc(F)ccc4F)c3)nn12	8%	3	nt	-13%	0%	nt	0%	nt	1%	nt	nt
CC1CCN(S(=O)(=O)c2ccc(NC(=O)Cn3nnc(-c4ccccc4)n3)cc2)CC1	-2%	11	?	0%	-1%	-3%	8%	-33%	-4%	1%	?
Cn1cccc1Cc1nnc(SCC(N)=O)n1-c1ccc(F)cc1	6%	-2	4%	0%	-4%	0%	-4%	17%	-1%	15%	13%
Cc1ccc(C(=O)Cn2c(C(=O)OCCO)cc3ccccc32)cc1	-22%	16	-14%	-7%	-1%	13%	7%	5%	-1%	-1%[11.5 µM]	-6%
CCc1ccccc1N/C(=N\S(=O)(=O)c1ccccc1)C(F)(F)F	-8%	-4	-11%	0%	12%	-16%	-3%	-2%	-3%	3%	2%
CN1CCN(S(=O)(=O)c2ccc(Sc3nc4ccccc4[nH]3)c3nsnc23)CC1	-1%	15	-2%	-5%	-2%[2.3 µM]	?	-1%	-13%	12%	-3%	27%
Cc1ccc(NC(=O)CS(=O)CC(=O)Nc2ccc3c(c2)OCO3)cc1Cl (stereo unspecified)	0%	7	1%	0%	0%	-8%	-2%	5%	-1%	2%	?
Cc1ccc(NC(=O)c2cccs2)cc1NC(=O)c1cccc(F)c1	6%	3	-7%	-1%	?	-4%	-3%	-4%	3%	-3%	15%
O=C(NC12CC3CC(CC(C3)C1)C2)c1ccc(Br)o1	14%	0	10%	-2%	17µM*	-3%	4%	?	-2%	nt	?
CCOC(=O)c1cnn(CCOC(=O)c2ccc(F)cc2)c1NC(=O)c1ccc(F)cc1	-2%	-3	-3%	-2%	2%	nt	-3%	0%	3%	-3%	-2%

Screening data from PubChem.
